Screens deposited in PubChem BioAssay by several laboratories.
RGS4-Gao reg: modulates binding of RGS4 to human Galphao; P09471; binding response (% of control), % at 10 µM; AID 1415; actives 0.33% (n = 220,000); Multiplexed bead flow cytometry; actives lie on both sides; in the data active = binding response below about 49% or above about 150%; inactive = in between;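 note: fluorescent Galphao activated with aluminum fluoride binding bead-coupled RGS4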
Mcl1 Bid PPI: Mcl-1/Bid interaction inhibition | Q07820 | TR-FRET Mcl-1/Bid-Dy647 peptide binding, 1536-well | inhibition, % at 21.7 µM | actives 0.97% (n = 220,000) | AID 1021;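 active = compounds that cut the binding signal by more than half at the single screening dose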;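 note: His-tagged Mcl-1 with europium anti-His antibody binding Bid BH3 peptide; 0% = Mcl-1 plus peptide wells and 100% = peptide-only wells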
Target sequence (Q07820 whole entry, looked up): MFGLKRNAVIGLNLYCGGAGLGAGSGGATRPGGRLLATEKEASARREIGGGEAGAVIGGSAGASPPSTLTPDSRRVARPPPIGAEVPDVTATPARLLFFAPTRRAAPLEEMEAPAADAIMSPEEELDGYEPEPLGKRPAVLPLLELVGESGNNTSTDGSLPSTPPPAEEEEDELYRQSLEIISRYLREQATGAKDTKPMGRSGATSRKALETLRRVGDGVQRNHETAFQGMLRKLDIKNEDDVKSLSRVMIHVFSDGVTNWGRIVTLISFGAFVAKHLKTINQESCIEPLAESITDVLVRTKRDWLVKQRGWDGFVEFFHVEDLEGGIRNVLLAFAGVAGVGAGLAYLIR
RGS8-Gao: human RGS8-Galphao interaction regulation; P09471; actives 0.34% (n = 220,000); response (percent of control binding), % at 10 µM; AID 1423; multiplexed bead flow cytometry, RGS8-Galphao binding; actives lie on both sides; in the data active = response below about 60% or above about 140%; inactive = in between;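 note: Galphao activated as the GDP aluminium fluoride complex binding bead-coupled RGS8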
Mcl-1 Bim block: disrupts Bim peptide binding to human Mcl-1. Bead-based flow cytometry, Bim peptide-Mcl-1 binding. actives 0.1% (n = 190,000). inhibition, % at 10 µM. Q07820;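 note: 0% = no compound tracer wells and 100% = peptide blocker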
Bcl-W Bim block: human Bim-Bcl-W interaction inhibition. Q92843. bead-based flow cytometry, Bim peptide-Bcl-W binding. inhibition, % at 10 µM. actives 0.02% (n = 190,000). AID 952;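 note: 0% = bound tracer without compound and 100% = peptide blocker; higher means less fluorescent Bim peptide bound to Bcl-W beads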
Target sequence (Q92843 whole entry, looked up): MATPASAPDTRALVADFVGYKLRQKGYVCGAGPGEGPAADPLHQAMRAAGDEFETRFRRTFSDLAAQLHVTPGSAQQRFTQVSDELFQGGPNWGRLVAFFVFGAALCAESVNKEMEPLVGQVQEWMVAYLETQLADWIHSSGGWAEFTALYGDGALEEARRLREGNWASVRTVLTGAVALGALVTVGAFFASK
GSH bead fluor: compound fluoresces at 488/530 nm on GSH beads; GSH beads flow cytometry, compound fluorescence 488/530 nm; stronger effect = higher value; actives 0.25% (n = 190,000); AID 1776; fluorescence (KMESF) at 10 µM; in the data active = fluorescence above about 89;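 note: glutathione beads carrying GST-tagged Bcl family fusion proteins plus one bare bead set; values are compound well signal with DMSO vehicle wells as background; inactives centre near 16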
Bcl-2 Bim block: human Bim-Bcl-2 interaction inhibition; Bead-based flow cytometry, Bim peptide-Bcl-2 binding; inhibition, % at 10 µM; actives 0.06% (n = 190,000); in the data active = inhibition above about 40%; inconclusive = no clear call, values can overlap the other calls;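 note: 0% = no compound wells with probe peptide and 100% = reference peptide inhibitor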
Bim-Bfl-1: disrupts Bim binding to human Bfl-1. Q16548. Bead-based flow cytometry, Bim-Bfl-1 binding inhibition. inhibition, % at 10 µM. actives 0.12% (n = 190,000). AID 1008;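 note: 0% = wells without compound plus tracer and 100% = blocker peptide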
Bim-Bcl-XL: disrupts Bim peptide binding to human Bcl-XL. AID 1007. actives 0.04% (n = 190,000). bead flow cytometry, fluorescence. Q07817. inhibition, % at 10 µM
Bim-Bcl-B: inhibitors of Bim-Bcl-B interaction, human. inhibition, % at 10 µM. actives 0.073% (n = 190,000). bead-based flow cytometry, Bim peptide-Bcl-B binding. Q9HD36;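 note: 0% = tracer peptide without compound and 100% = reference inhibitor peptide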
Target sequence (Q9HD36 whole entry, looked up): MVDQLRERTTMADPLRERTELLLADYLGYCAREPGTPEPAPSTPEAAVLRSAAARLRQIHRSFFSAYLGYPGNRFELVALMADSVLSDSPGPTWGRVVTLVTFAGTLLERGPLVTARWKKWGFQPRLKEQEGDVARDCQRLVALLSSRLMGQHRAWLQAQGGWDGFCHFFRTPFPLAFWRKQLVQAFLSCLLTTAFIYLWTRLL
RGS7-Gao: regulators of human RGS7-Galphao interaction; binding response (% of control), % at 10 µM; actives 0.35% (n = 220,000); AID 1439; Multiplexed bead flow cytometry, RGS7-Galphao binding; actives lie on both sides; P09471; in the data active = binding response below about 49% or above about 150%; inconclusive = no clear call, values can overlap the other calls; inactive = in between;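 note: fluorescent Galphao held in activated GDP-AlF4 state binding bead-coupled RGS7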
Active calls of the source: *; ? = inconclusive. Cut-off read from the data, not from the text of the source, unless noted: active = inhibition above about 40%.

SMILES	RGS4-Gao reg	Mcl1 Bid PPI	RGS8-Gao	Mcl-1 Bim block	Bcl-W Bim block	GSH bead fluor	Bcl-2 Bim block	Bim-Bfl-1	Bim-Bcl-XL	Bim-Bcl-B	RGS7-Gao
COC(=O)c1ccc(=O)n(-c2ccc(OC)cc2)c1	96	-5	99	-5	-1	53	-12	-10	-3	-10	99
COc1ccc(OC)c(NC(=O)c2c(NC(=O)CNCc3ccco3)sc3c2CCC3)c1	97	-29	101	-1	1	25	-10	-10	-3	-8	97
O=C(C[n+]1cccc2ccccc21)c1ccc([N+](=O)[O-])cc1	119	-21	97	1	2	11	3	9	2	2	112
COc1ccc(OC)c(CN2CCN(C(=O)c3cccc4ccccc34)CC2)c1	86	23	95	0	-1	24	-3	-3	-1	-3	88
C=CCSc1nnc2nc3c(nn12)c1cc(C)ccc1n3CC=C	99	-18	100	15	10	8	0	0	6	3	103
O=C(CN1CCN(C(=O)c2ccccc2F)CC1)Nc1ccc(Br)cc1	103	-19	102	0	1	46	-7	-8	8	-8	102
COc1ccccc1CNC(=O)C1(NC(=O)Nc2ccc(C)cc2)CCCCC1	95	2	73	0	-2	11	-1	-10	-3	-9	93
Cc1cnc(C(=O)Nc2ccc(C)c(S(=O)(=O)N(C)C)c2)cn1	102	-37	101	-1	-4	11	-7	-6	-6	-3	103
COc1ccc(OC)c(N(CC(=O)NCc2ccccn2)S(C)(=O)=O)c1	100	-87	100	-5	-7	23	-10	-21	-8	-10	101
NC(=O)CSC1=Nc2ccccc2C2=NC(CCC(=O)NCc3ccc(F)cc3)C(=O)N12 (configuration not stated)	90	20	97	-1	1	29	1	-1	1	-2	103
CCCCC(c1nnnn1CC1CCCO1)N1CCN(c2nc3ccccc3s2)CC1 (configuration not stated)	100	32	100	0	3	15	-2	-9	-3	-5	101
COc1ccc(C2C(C(C)=O)=C(O)C(=O)N2c2nccs2)cc1 (configuration not stated)	106	1	103	-1	0	16	-1	0	-5	-2	105
Cn1c(=O)[nH]c(=O)c2c1ncn2CCN1CCCCC1	99	-10	99	2	1	5	-2	-10	-3	-6	103
Brc1ccc(C2C3=C(Nc4ncnn42)c2ccccc2OC3c2ccncc2)cc1 (configuration not stated)	98	21	101	-1	0	17	-4	-9	-1	-6	100
CCOC(=O)c1oc2nc(C(C)C)c3c(c2c1N)CC(C)(C)OC3	102	-44	102	1	-3	4	-5	-11	-4	-5	100
CCCC(=O)c1ccc(N2CCOCC2)c(F)c1	100	-12	102	-10	-5	27	-13	-19	-12	-12	104
CSc1ccccc1NC(=O)c1onc(C)c1Cl	101	-6	105	-1	-1	13	-5	-13	-5	-5	102
O=S(=O)(Nc1cccc2cn[nH]c12)c1ccc(F)cc1	99	-32	100	-6	-4	30	-8	-14	-6	-13	99
CCOc1ccc(NC(=O)c2cccc(-n3cnnn3)c2)cc1	107	-30	101	1	-1	6	2	-1	5	0	97
O=C(O)C1=C(C(=O)N2CCN(C(=O)c3ccco3)CC2)CCCC1	102	-5	103	-66	3	40	-17	-10	-8	-22	102

Quoted at random: two entries already listed, in no set order.
SMILES	RGS4-Gao reg	Mcl1 Bid PPI	RGS8-Gao	Mcl-1 Bim block	Bcl-W Bim block	GSH bead fluor	Bcl-2 Bim block	Bim-Bfl-1	Bim-Bcl-XL	Bim-Bcl-B	RGS7-Gao
O=C(O)C1=C(C(=O)N2CCN(C(=O)c3ccco3)CC2)CCCC1	102	-5	103	-66	3	40	-17	-10	-8	-22	102
Brc1ccc(C2C3=C(Nc4ncnn42)c2ccccc2OC3c2ccncc2)cc1 (configuration not stated)	98	21	101	-1	0	17	-4	-9	-1	-6	100

Taken from above:
Result of O=C(O)C1=C(C(=O)N2CCN(C(=O)c3ccco3)CC2)CCCC1 in GSH bead fluor: 40
Result of CCOC(=O)c1oc2nc(C(C)C)c3c(c2c1N)CC(C)(C)OC3 in Bim-Bcl-XL: -4
Result of CCOc1ccc(NC(=O)c2cccc(-n3cnnn3)c2)cc1 in RGS4-Gao reg: 107
Result of CCCC(=O)c1ccc(N2CCOCC2)c(F)c1 in Bcl-2 Bim block: -13
Result of O=S(=O)(Nc1cccc2cn[nH]c12)c1ccc(F)cc1 in RGS7-Gao: 99

Returning to the listing, repeating the 5 entries before the break.
SMILES	RGS4-Gao reg	Mcl1 Bid PPI	RGS8-Gao	Mcl-1 Bim block	Bcl-W Bim block	GSH bead fluor	Bcl-2 Bim block	Bim-Bfl-1	Bim-Bcl-XL	Bim-Bcl-B	RGS7-Gao
CCCC(=O)c1ccc(N2CCOCC2)c(F)c1	100	-12	102	-10	-5	27	-13	-19	-12	-12	104
CSc1ccccc1NC(=O)c1onc(C)c1Cl	101	-6	105	-1	-1	13	-5	-13	-5	-5	102
O=S(=O)(Nc1cccc2cn[nH]c12)c1ccc(F)cc1	99	-32	100	-6	-4	30	-8	-14	-6	-13	99
CCOc1ccc(NC(=O)c2cccc(-n3cnnn3)c2)cc1	107	-30	101	1	-1	6	2	-1	5	0	97
O=C(O)C1=C(C(=O)N2CCN(C(=O)c3ccco3)CC2)CCCC1	102	-5	103	-66	3	40	-17	-10	-8	-22	102
O=C(CN1CCN(S(=O)(=O)c2ccc(F)cc2)CC1)Nc1ccc2c(c1)OCO2	105	-1	112	18	-3	22	-4	-1	0	-1	106
CCCCCCCC[n+]1cccc(C(=O)N2c3c(nc(N)[nH]c3=O)NC(C)C2C)c1 (configuration not stated)	98	-12	100	-7	-7	10	-4	-9	-9	-10	104
O=C(NNC(=O)C1CCCO1)c1ccc(Cl)cc1 (configuration not stated)	110	-12	106	-1	-5	27	-2	-11	-11	-5	108
Cc1nnc2n(c1=O)C(CS(=O)(=O)c1ccc3ccccc3c1)CS2 (configuration not stated)	100	-24	101	-2	0	14	-2	-2	-1	-4	101
CCn1c(CNC(=O)c2ccc(OC)cc2)nnc1SC	105	-10	105	0	1	20	-7	-9	-4	-7	104
Cc1cc(O)cc2c1C(c1ccc(F)cc1)CC1(CC(C)(C)NC(=S)N1)O2 (configuration not stated)	103	-85	104	3	0	10	0	2	-1	-9	109
COc1ccc(CNC(=O)COc2ccc(S(=O)(=O)NC(C)C)cc2)cc1	100	-4	100	-1	-3	16	3	0	0	-1	99
CCCCN=Cc1c(C)[nH]n(-c2ccccc2)c1=S	105	-61	102	-4	-3	14	0	0	-4	-32	110
CCC(C(=O)NCc1ccco1)N(C(=O)CNS(=O)(=O)c1ccccc1)C1CCCCC1 (configuration not stated)	98	-27	99	-1	1	37	-9	-12	-11	-5	98
O=C(O)CCN(Cc1ccccc1)S(=O)(=O)c1ccc(Cl)cc1F	102	9	101	0	-6	21	0	0	-1	2	102
Cn1c(C(C#N)/C(=N\S(=O)(=O)c2cccs2)c2ccccc2)nc2ccccc21 (configuration not stated)	103	-31	103	1	0	5	2	4	-4	-1	100
CCOC(=O)c1sc(NC(=O)CN(CC)CC)c(C(=O)OCC)c1C	101	2	110	-5	-6	26	-8	-6	-8	-2	103
O=C(OC(C(=O)NCc1ccc2c(c1)OCO2)c1ccccc1F)c1ccco1 (configuration not stated)	103	-28	104	-4	-1	37	-10	-12	-1	-11	100
CCCC(=O)NCCc1cc2ccc(C)c(C)c2[nH]c1=O	99	-10	100	0	0	14	2	-3	-2	-1	101
CC1(C)Cc2c(C#N)c(OCC(=O)c3ccccc3)nc(-c3ccoc3)c2CO1	92	0	93	-1	0	16	-6	1	-4	-3	103
COc1ccc(CCC(=O)N2CC(C)OC(C)C2)cc1 (configuration not stated)	103	-82	105	0	-1	14	0	-1	-2	0	102
CC(C)(C)c1nc(SCC(=O)c2ccccc2)c2ccccc2n1	97	-2	97	3	0	26	-3	-3	-1	-2	100
Cc1c(Cl)cccc1NC(=S)N1CCC(N(C)CC2CCCO2)CC1 (configuration not stated)	110	-24	105	-4	-2	11	-3	-5	-2	-4	111
CCc1ccc2nc(SCC(=O)N3CCCCC3)c(C#N)cc2c1	100	-15	100	-3	-2	15	23	7	-6	-22	100
O=C(Nc1ccncc1)c1ccc2c(c1)C(=O)N(CC1CCCO1)C2=O (configuration not stated)	104	-6	100	3	8	6	5	3	3	29	102
O=c1sc2ccccc2c(=O)n1Cc1ccccc1F	110	-17	107	1	0	11	1	-5	0	-2	?
CCOc1ccc(N(CC(=O)NCc2ccco2)S(C)(=O)=O)cc1	104	-21	104	0	-1	26	-1	-4	0	-1	103
COc1ccc(-c2nnn(CC(=O)NCc3ccc4c(c3)OCO4)n2)cc1OC	101	-6	103	0	-4	15	-2	-5	-5	-4	101
O=C(NCC1CCCO1)Nc1ccc(Cl)cc1 (configuration not stated)	100	-10	99	-2	-2	42	-8	-14	-10	-6	99
COc1ccccc1NC(=O)CSc1nc(O)cc(=O)n1-c1ccccc1OC	109	-22	104	-2	-1	35	-1	-14	-12	-9	106
COC(=O)c1cc(NC2c3ccccc3C(=O)N2c2cccnc2)cc(C(=O)OC)c1 (configuration not stated)	103	-15	101	-1	1	20	-5	-13	-3	-8	102
CC(=O)c1cc(-c2ccc(F)cc2)n(CCC(=O)Nc2cccnc2)c1C	97	-31	100	0	0	8	-2	-4	0	-3	99
COC(=O)c1[nH]c2cccc(OC)c2c1NC(=O)CCN1CCN(c2cccc(Cl)c2)CC1	103	-28	111	0	0	27	2	-1	0	-1	103
Cc1cc(C(=O)NCc2ccc(S(N)(=O)=O)cc2)ccc1[N+](=O)[O-]	97	-30	101	0	0	8	0	2	0	0	97
CCn1cnc2c1c(=O)n(CC(=O)Nc1ccc3c(c1)OC(F)(F)O3)c(=O)n2Cc1ccccc1	103	16	105	-4	0	11	-9	-13	-3	-8	100
O=C(NCCCN=C1NS(=O)(=O)c2ccccc21)c1ccc(S(=O)(=O)N2CCOCC2)cc1	98	-7	102	-1	0	12	0	0	0	-2	95
C=CCNCC#CCOc1ccc(OC)cc1	109	35	105	-1	4	37	-10	-9	0	-4	109
CCCCNC(=O)c1ccc(CS(=O)(=O)c2ccc(OC)cc2)o1	109	-13	103	-1	0	26	-1	-1	0	0	109
